# Assay outcomes as filed in PubChem.
# TPT1 inh = C. albicans TPT1 enzyme inhibition. recombinant caTPT1, FP RNA substrate dephosphorylation. inhibition, % at 5 µM. 0.81% of 300,000 active;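 active = inhibition above the mean of all tested compounds plus 3 SD, set per screening campaign, cut at about 24% in these data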;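 also: plate controls were DMSO alone for no effect and ferristatin control at 100 nM for full effect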
# EBNA-1 inh = blocks EBNA-1 binding to DNA; EBNA-1 DNA binding, fluorescence polarization; inhibition, % at 14.8 µM; 0.34% of 300,000 active; AID 1950; in the data active = inhibition above about 28%
# PP1 inh = counter-screen for PP5 inhibitors: inhibitors of human PP1-alpha; P62136; purified PP1alpha, OMFP fluorescence; inhibition, % at 6.7 µM; 0.9% of 320,000 active; AID 2235;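 active = inhibition above the mean inhibition of all tested compounds plus 3 SD, computed separately for each screening campaign, cut at about 15% in these data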
# Target sequence (P62136 whole entry, looked up): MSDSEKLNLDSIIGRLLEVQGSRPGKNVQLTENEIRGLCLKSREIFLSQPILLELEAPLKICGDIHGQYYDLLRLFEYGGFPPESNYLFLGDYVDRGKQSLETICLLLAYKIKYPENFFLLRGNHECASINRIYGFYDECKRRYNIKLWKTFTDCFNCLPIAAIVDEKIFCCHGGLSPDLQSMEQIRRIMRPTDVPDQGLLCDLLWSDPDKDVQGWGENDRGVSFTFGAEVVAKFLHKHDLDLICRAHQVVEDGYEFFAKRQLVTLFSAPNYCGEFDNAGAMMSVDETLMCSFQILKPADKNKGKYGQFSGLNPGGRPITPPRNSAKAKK
# PP5 primary = PP5 (human) phosphatase inhibition; purified PP5c, OMFP substrate fluorescence; inhibition, % at 6.7 µM; 0.18% of 320,000 active; P53041;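 active = inhibition above the campaign's mean inhibition across all tested compounds plus 3 SD, cut at about 9.5% in these data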;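 also: 0% = DMSO only and 100% = 100 µM cantharidin control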
# CTSL1 counter = blocks F. hepatica cathepsin L1 in PFM18AAP counter-screen; recombinant F. hepatica cathepsin L1, Z-Leu-Arg-MCA fluorescence; inhibition, % at 5.96 µM; 0.49% of 300,000 active; AID 1906;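 active = inhibition above the mean of all tested compounds plus 3 SD, set per screening campaign, cut at about 17% in these data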;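 also: 0% = plate median of test compound wells and 100% = 1 µM Z-Phe-Ala-diazomethylketone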
# HCV core dimer = blocks dimerization of HCV core protein. TR-FRET GST/Flag-core106 dimerization, 1536-well. inhibition, % at 5 µM. AID 1899. 0.33% of 300,000 active;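 active = inhibition above the mean of all tested compounds plus 3 SD, set per screening campaign, cut at about 45% in these data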
#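 Assay system – GST-tagged and Flag-tagged HCV core protein residues 1-106 · Quantity – core106 proteins, GST 13.5 nM and Flag 17 nM · Benchmarks – unlabelled core106 and no-GST-core106 wells · Read-out basis – percent inhibition of core106 dimerization signal · Detection – time-resolved FRET, ex 340 nm, em 617 and 671 nm · Schedule – 4 h at 22.5 °C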
# GASC-1 inh = inhibitors of human GASC-1 (JMJD2C) demethylase. Q9H3R0. GST-JMJD2C(1-420) H3K9me3 demethylation, DELFIA europium. inhibition, % at 2.35 µM. 0.069% of 330,000 active. AID 2099;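 active = more than half of a compound's replicate wells show inhibition beyond 50%, single wells judged on their own value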;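 also: signal counts dimethyl H3K9 product captured on neutravidin plate; 0% = median of DMSO wells and 100% = 0.3 times that DMSO median; strong numbers were not always called active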
# Target sequence (Q9H3R0 1-420 limits assumed): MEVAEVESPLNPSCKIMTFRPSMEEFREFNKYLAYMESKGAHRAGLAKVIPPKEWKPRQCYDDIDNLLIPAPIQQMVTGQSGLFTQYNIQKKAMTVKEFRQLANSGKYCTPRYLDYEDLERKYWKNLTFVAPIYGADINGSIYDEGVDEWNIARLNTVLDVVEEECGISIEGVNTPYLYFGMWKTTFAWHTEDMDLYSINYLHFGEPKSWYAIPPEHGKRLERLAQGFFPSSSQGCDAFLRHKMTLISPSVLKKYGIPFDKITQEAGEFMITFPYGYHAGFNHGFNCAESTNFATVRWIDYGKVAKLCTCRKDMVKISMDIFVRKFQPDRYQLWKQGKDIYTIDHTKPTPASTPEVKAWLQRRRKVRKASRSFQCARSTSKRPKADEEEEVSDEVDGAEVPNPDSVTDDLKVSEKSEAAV
# Yeast superoxide = caloric restriction mimetics inhibiting age-related superoxide in yeast; S. cerevisiae aged cells, superoxide DHE fluorescence; hits give low values; AID 2690; superoxide response (% of plate mean), % at 10 µM; 0.18% of 330,000 active;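 active = superoxide response under a set limit, about three screen SD below normal, cut at about 65% in these data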;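 also: yeast aged for seven days with compound at 30 °C before DHE staining; 100% = average MFI of all compound-treated wells on the plate with controls excluded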
# ZTA counter = ZTA (EBV) inhibition in EBNA-1 counter-screen; P03206; ZTA-DNA binding, fluorescence polarization; inhibition, % at 11 µM; 0.15% of 320,000 active; AID 2234; in the data active = inhibition above about 33%
# Target sequence (P03206 whole entry, looked up): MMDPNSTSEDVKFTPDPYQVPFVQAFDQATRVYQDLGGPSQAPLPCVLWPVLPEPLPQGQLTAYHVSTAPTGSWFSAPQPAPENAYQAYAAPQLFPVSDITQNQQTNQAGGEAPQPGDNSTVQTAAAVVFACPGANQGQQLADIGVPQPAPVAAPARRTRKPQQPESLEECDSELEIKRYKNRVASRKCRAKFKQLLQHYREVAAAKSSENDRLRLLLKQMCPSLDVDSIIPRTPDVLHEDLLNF
# * = called active by the depositor; / = not tested or not shown; & = joins results of further samples. Rows are unselected; 3.1% or so of the library scored in one or more.
# Every second line gives: PP5 primary	ZTA counter	HCV core dimer	PP1 inh	Yeast superoxide	TPT1 inh	EBNA-1 inh	GASC-1 inh	CTSL1 counter
> CCOc1cc(C(=O)NCCCn2ccnc2)cc(OCC)c1OCC
  -3.7	-3.6	-6.3	-4.0	86.7	2.7	11.0	21.2	1.4
> O=C(CSc1nc(C2CCCCC2)n(-c2ccccc2)n1)NCCN1C(=O)CSC1=O
  -2.2	-9.6	-0.3	-1.2	108.2	-3.7	14.5	0.0&-5.2	1.4
> Cc1ncc(CC(=O)n2cc(C(=O)c3cc(F)ccc3O)cn2)s1
  2.5	-3.6	-0.9	-3.7	109.0	0.5	1.3	5.0	-1.1
> CCN(CC)C(=O)COc1ccc(/C(C)=N/NC(=O)c2ccccc2-n2cccc2)cc1
  2.0	6.4	0.4	-0.7	101.0	0.5	-4.5	1.6	-0.8
> Cc1ccc(NS(=O)(=O)c2cccc(C(=O)N3CCN(C(=O)c4ccco4)CC3)c2)cc1
  1.4	-9.8	/	-0.3	75.9	/	/	-5.6	/
> COC(=O)C1=C(C)NC(C)=C(C(=O)OC)C1C(=O)OC1CCCCC1=O (configuration not stated)
  1.8	-9.5	1.5	-1.1	105.8	-3.0	-7.0	-2.2	-2.4
> CC(C)N1C(=O)C2C(C(=O)NCc3ccccc3)C3C=CC2(O3)C1C(=O)NC(C)(C)C (configuration not stated)
  -1.2	16.1	-1.5	3.0	100.4	1.3	2.4	4.4	-2.9
> COCCNc1ncnc2c1cnn2Cc1ccccc1Cl
  -0.7	8.6	7.8	-0.9	99.3	1.1	10.3	7.8	-0.2
> Cc1cc(C)nc(Oc2ccc(Br)cc2)n1
  1.8	-5.2	-2.0	-0.1	95.9	-2.5	-12.2	-4.4	-1.9
> S=C1NC(c2ccccc2)=CC(c2ccccc2)N1 (configuration not stated)
  4.3	-17.4	2.2	-1.7	105.2	-16.2	-4.8	5.8	-2.1
> CC1CCC(N2CCNCC2)CC1 (configuration not stated)
  0.3	9.5	2.2	0.8	99.3	0.2	-7.3	1.7	-4.5
> CCOC(=O)c1c(C)n(C)c2ccc(OCCN(C)C)cc12
  3.4	-5.3	1.1	-2.5	108.4	-3.1	0.9	2.4	-2.5
> CCOc1cc(NC(=O)c2ccco2)c(OCC)cc1NC(=O)c1cc(OC)c(OC)c(OC)c1
  1.8	-8.3	9.2	-1.5	110.4	0.0	-20.3	3.1	1.3
> CSc1ccccc1C(=O)Nc1cccc([N+](=O)[O-])c1
  0.4	-3.5	-6.5	0.5	97.1	-2.4	-6.7	-8.0	0.9
> O=c1c2ccccc2oc2ccc(-c3ccc4[nH]ccc4c3)cc12
  3.6	-4.4	-5.8	2.7	104.0	-1.3	8.4	-1.0	1.2
> CN(C)C=Nc1nonc1-c1ccc(Cl)cc1
  1.0	-3.5	-5.5	-2.9	104.4	-3.8	2.8	6.9	-2.9
> Cc1cnc(NC(=O)CCCc2nc3ccccc3s2)s1
  -4.4	8.3	-3.4	-3.6	109.0	0.2	8.4	-2.2	0.8
> O=C(O)/C=C/C(=O)NC1CC1
  0.0	-2.6	-3.1	0.3	102.8	-3.1	-10.1	2.5	2.5
> COc1ccc(C(=O)NN/C(C)=C/C(=O)C(F)(F)C(F)(F)C(F)(F)F)cc1
  -0.1	-0.8	-1.2	-2.1	84.7	-0.8	8.0	-9.2	3.4
> CC(=O)/C(N=Nc1cc2c(c([N+](=O)[O-])c1C)C(C)(C)CC2(C)C)=C(\C)O
  2.4	-11.3	2.8	-4.0	99.3	-4.4	-2.5	1.8	-4.1

# One compound at a time (already shown). Order of screens: PP5 primary | ZTA counter | HCV core dimer | PP1 inh | Yeast superoxide | TPT1 inh | EBNA-1 inh | GASC-1 inh | CTSL1 counter
# CSc1ccccc1C(=O)Nc1cccc([N+](=O)[O-])c1 across the screens: 0.4 | -3.5 | -6.5 | 0.5 | 97.1 | -2.4 | -6.7 | -8.0 | 0.9
# CC(=O)/C(N=Nc1cc2c(c([N+](=O)[O-])c1C)C(C)(C)CC2(C)C)=C(\C)O across the screens: 2.4 | -11.3 | 2.8 | -4.0 | 99.3 | -4.4 | -2.5 | 1.8 | -4.1
# O=C(O)/C=C/C(=O)NC1CC1 across the screens: 0.0 | -2.6 | -3.1 | 0.3 | 102.8 | -3.1 | -10.1 | 2.5 | 2.5

# More results:
# Every second line gives: PP5 primary	ZTA counter	HCV core dimer	PP1 inh	Yeast superoxide	TPT1 inh	EBNA-1 inh	GASC-1 inh	CTSL1 counter
> COCCn1c(SCC(=O)Nc2ccccc2)nc2c1c(=O)[nH]c(=O)n2C
  -0.1	-13.4	-10.1	-0.7	88.0	-4.1	-16.4	-1.4	-2.1
> CCOc1ccccc1NC(=O)c1cc(S(=O)(=O)N2CCOCC2)ccc1C
  1.4	-2.5	0.8	-1.8	94.5	-1.5	-8.7	-3.0	0.7
> CC(OC(=O)c1cc2sccc2n1C)C(=O)NCCc1ccccc1 (configuration not stated)
  1.1	-8.9	-1.0	-0.8	92.4	-1.6	4.0	-12.4	-2.4
> O=C(Nc1cccc2ncccc12)c1cc([N+](=O)[O-])ccc1Cl
  -0.5	3.6	4.2	-2.2	109.3	1.9	-11.7	5.2	2.1
> CCN(CC(=O)Nc1c(F)cccc1F)C(=O)CSc1nc2ccccc2o1
  0.2	0.4	-1.9	-5.1	99.7	-0.3	4.8	-2.4	-1.7
> CCOC(=O)c1cc2ccc(OC)c(OC)c2c(=O)s1
  7.4	-1.2	-9.3	-5.8	86.7	1.9	-11.2	-0.7	0.2
> O=C(O)c1cnn(-c2nc(-c3cccc(F)c3)cs2)c1C(F)(F)F
  -0.1	5.6	2.1	0.4	95.5	-5.3	1.5	-9.1	3.1
> Cc1ccc(NC(=O)Cn2nc(-c3ccccc3)nc2-c2ccccc2)c(C)c1
  -0.3	3.8	7.6	-3.3	81.7	-1.4	10.8	3.4	-0.5
> Fc1ccc(/C=N/n2c(-c3cccs3)n[nH]c2=S)cc1
  3.9	-2.7	-4.1	-5.2	109.4	1.4	-4.0	5.0	-1.3
> COc1ccccc1NC(=S)NC(=O)CCCOc1ccc(Cl)cc1Cl
  1.5	18.4	2.3	-0.9	123.9	-1.1	3.6	-0.8	0.7
> CCNS(=O)(=O)c1ccc(NC(=O)c2cc(C(F)(F)F)nn2C)cc1
  3.2	-11.7	-8.9	-4.4	103.5	1.0	8.9	-3.0	2.6
> COC(=O)c1ccc(N2CCN(S(=O)(=O)c3c(C)cc(C)cc3C)CC2)c([N+](=O)[O-])c1
  3.4	4.9	7.4	-4.1	102.3	-2.0	4.3	11.5	-1.4
> O=C(NCc1ccccn1)C1CCCN(Cc2cnn(-c3ccccc3)c2-n2cccc2)C1 (configuration not stated)
  0.9	6.7	-0.5	0.7	95.1	-2.1	-1.8	8.8	0.7
> CC(C)=CCC/C(C)=C/C=N/NC(=O)c1ccc([N+](=O)[O-])cc1
  -1.5	-18.0	-3.0	1.9	100.5	1.3	1.9	6.2	1.2
> O=C(CNC(=O)C12CC3CC(CC(C3)C1)C2)OCC(=O)N1CCCCC1
  -0.8	-16.0	-7.1	-6.2	98.3	-1.2	-13.8	-0.1	-9.1
> Cc1ccc(NC(=O)NCC2CCN(Cc3cccc(Cl)c3)CC2)c(Cl)c1
  2.0	7.0	-5.7	26.8*	82.5	-1.5	19.7	3.0	2.4
> COc1ccc(NC(=O)N2CCC(Cc3ccccc3)CC2)cc1
  0.9	-5.1	6.9	-2.5	102.6	-1.6	-6.2	2.8	-2.0
> CCOC(=O)c1sc(-c2ccc(C)cc2)c(C#N)c1C
  -0.1	-11.7	-3.8	5.5	102.2	0.1	7.6	6.6	1.4
> Cc1ccc(CCNC(=O)C23C[C@H]4C[C@@H](C2)CC(n2nnc(C)n2)(C4)C3)cc1
  1.4	-21.1	-7.3	-0.4	98.4	1.4	6.9	40.2	-2.3
> CC(=O)Nc1ccc(S(=O)(=O)Nc2ccc(-n3cnnn3)cc2)cc1
  -0.5	2.0	/	-1.3	94.5	/	/	1.3	/
> CC1CCN(CC(=O)N2CCCc3c2c(=O)oc2ccc(OCc4ccccc4)cc32)CC1
  4.4	-3.2	9.4	3.2	95.1	-2.2	-9.5	-2.9	2.5
> Cc1ccc(C2(c3noc(CN(C)CCO)n3)CCCC2)cc1
  0.1	13.4	2.3	0.5	102.7	-0.1	7.6	-2.5	2.1
> O=C(CSc1nnc(-c2cnccn2)n1Cc1ccco1)c1ccccc1
  1.3	0.6	5.3	-6.6	108.3	-1.8	-0.4	-3.8	4.7
> NC(=O)Nc1ccc(C(=O)OCC(=O)NC2CCCCC2)cc1
  0.0	-1.6	-5.4	-2.3	108.5	-0.5	-5.8	/	-5.0
> O=C(Nc1cccc(F)c1)C1CCN(C(=O)c2ccccc2Cl)CC1
  1.3	5.1	-3.4	-2.9	100.2	-2.6	-5.6	34.5	-1.2
> CCC1(C)Cc2c(sc3[nH]c(=S)[nH]c(=S)c23)CO1 (configuration not stated)
  1.7	-4.1	-2.9	1.5	95.8	8.2	-15.7	25.0	2.6
> Cc1cc(C)cc(C(=O)N2CC(=O)Nc3ccccc32)c1
  -1.7	4.5	1.9	-2.0	96.7	1.0	6.2	3.5	1.5
> O=C(NCCc1ccccc1)c1ccccc1SCC(=O)N1CCCC1
  2.5	6.6	3.2	-3.6	97.4	0.7	0.8	-10.6	1.9
> O=C(NCCOC(=O)c1ccc(Cl)c(S(=O)(=O)N2CCCCC2)c1)c1ccncc1
  0.5	21.2	1.8	-1.0	88.0	-2.3	2.3	-11.6	-2.5
> Nc1ccccc1Oc1ccc2ccccc2c1
  2.7	-0.6	4.5	-0.6	97.5	-2.6	-1.9	7.9	-1.9
> Cc1cccc(-c2cnn(-c3ccccc3)c2N)c1
  -0.5	-1.7	-18.2	1.0	115.0	-1.2	5.3	1.4	2.8
> CSc1ccc2nnc(-c3cccc(F)c3)n2n1
  0.1	-0.7	2.9	-0.6	90.6	-6.1	6.8	2.1	0.7
> CC1(C(=O)NCc2ccc(Cl)c(Cl)c2)Oc2cccnc2NC1=O (configuration not stated)
  3.1	-15.9	-3.8	6.6	125.6	3.5	-13.8	-1.5	4.9
> COc1cc(/C=N/NC(=O)c2ccc([N+](=O)[O-])cc2Cl)cc(Br)c1O
  -0.1	-0.6	-26.1	-2.4	102.7	2.1	-1.0	3.5	5.5
> CC1CCC2(CC1)NC(=O)N(CC(=O)N1CCN(S(=O)(=O)c3ccccc3)CC1)C2=O (configuration not stated)
  -0.8	7.7	-6.2	-1.5	91.1	1.3	-9.4	0.6	1.1
> CN(C)CCCNc1cc(C(C)(C)C)nc2c(-c3ccccc3)cnn12
  2.8	17.7	-11.5	1.3	100.1	-2.8	-1.0	-10.1	2.6
> CCC(C)(C)NC(=O)C(c1ccco1)N(C(=O)c1csnn1)c1cccc(F)c1 (configuration not stated)
  4.9	-13.6	-5.3	-0.2	83.3	-2.3	-10.7	5.4	1.4
> CCN(c1ccccc1)S(=O)(=O)c1cccc(C(=O)NCCN2CCOCC2)c1
  0.2	-7.1	/	-1.0	96.0	/	/	-6.5	/
> COc1ccc(/C=N/Nc2cc(N3CCOCC3)nc(C)n2)c(OC)c1
  3.2	-25.4	-8.8	2.7	96.4	0.4	-3.5	-1.3	6.5
> O=C(O)c1cnn2cc(-c3[nH]ncc3[N+](=O)[O-])cnc12
  0.9	-33.3	-3.9	1.5	114.5	-2.2	-10.4	11.8	-1.6
> CCOC(=O)CSc1n[nH]c(NC(=O)c2cccc(C(F)(F)F)c2)n1
  -1.0	5.3	-2.8	0.7	85.0	-2.9	10.4	2.0	3.5
